PAX8 inh HTS = inhibitors of PAX8 transcriptional activity in RMG-I cells; inhibition, % at 12.6 µM; AID 652154; RMG-I TPO-luciferase reporter, SteadyGlo, 24 h; 360,000 tested, 1.2% active;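 active = mean replicate inhibition at least 60% with every replicate also reaching 60%; inconclusive = only one of the two criteria is met; inactive = mean below 60% and not all replicates reaching 60%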;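 note: luciferase light reporting Pax8 driven TPO promoter activity; plate controls were median of neutral control wells for no effect and mitoxantrone controls for full effect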
ERp5 inh = inhibitors of human ERp5. Q15084. ERp5 insulin aggregation, absorbance 650 nm, 90 min. inhibition, % at 9.99 µM. 350,000 tested, 0.05% active;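 active = mean replicate inhibition above about 25%, with every replicate also reaching it, limit read from the data, passing the limit was not always enough; inconclusive = only one of those two criteria met; inactive = neither criterion met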
Target sequence (Q15084 whole entry, looked up): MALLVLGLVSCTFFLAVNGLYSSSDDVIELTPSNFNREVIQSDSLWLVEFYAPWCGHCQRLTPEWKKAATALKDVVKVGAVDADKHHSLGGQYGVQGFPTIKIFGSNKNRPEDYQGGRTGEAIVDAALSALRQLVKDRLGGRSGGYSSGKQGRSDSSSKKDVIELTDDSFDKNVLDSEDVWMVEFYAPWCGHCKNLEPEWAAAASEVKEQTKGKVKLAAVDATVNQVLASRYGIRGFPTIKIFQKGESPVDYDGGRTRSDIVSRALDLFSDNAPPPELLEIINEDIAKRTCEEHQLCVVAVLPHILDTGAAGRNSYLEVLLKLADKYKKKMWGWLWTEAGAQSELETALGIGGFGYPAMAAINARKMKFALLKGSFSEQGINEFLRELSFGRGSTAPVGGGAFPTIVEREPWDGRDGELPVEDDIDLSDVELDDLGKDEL
F508del corr = CFTR F508del correction in bronchial cells; 350,000 tested, 0.36% active; CFBE cells, YFP halide quenching; stimulated with forskolin plus potentiator P3; % fluorescence drop versus neutral controls; activity (quench increase), % at 7.58 µM;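 active = mean added fluorescence quench of at least 8% versus neutral control, with both replicates also reaching 8%; inconclusive = only one of the mean or replicate conditions met; inactive = mean below 8% and not both replicates reaching 8%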;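 note: cells transiently co-express mutant CFTR-F508del with the halide-sensitive YFP; corrector assay measuring rescue of mutant channel to the surface after 24 h compound exposure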
INS-1E GSIS act = GLuc luminescence reporter in INS-1E cells, primary screen for activators of glucose-dependent secretion of insulin; INS-1E GLuc reporter insulin secretion, 2-3 h; activation, % at 16.6 µM; 370,000 tested, 0.61% active; AID 743287;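 active = lowest replicate activation of at least 40%, so every replicate reaches that level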;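 note: 0% = median of neutral control wells and 100% = median of IBMX positive control wells; some compounds called inactive have numbers as strong as hits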
EWS-Fli inh = EWS/Fli transcriptional activity inhibition | AID 651661 | inhibition, % at 12.6 µM | A673 NR0B1-luciferase reporter, viability-normalised | 350,000 tested, 0.67% active;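 active = mean inhibition of at least 50% after viability correction, with every replicate also passing that limit; inconclusive = mean reaches 50% but only one of two replicates passes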;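 note: firefly luciferase signal divided by Alamar Blue viability fluorescence both relative to DMSO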
DENV2 CPE rescue = DENV2-induced cell death inhibition; DENV2-infected cells, cytopathic effect rescue, plate reader; CPE inhibition, % at 9.99 µM; 350,000 tested, 1.7% active; AID 651640; in the data active = CPE inhibition above about 20%, passing the limit was not always enough; inconclusive = no clear call, values can overlap the other calls; tested in BHK-21 cells;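 note: 0% = median of neutral control wells and 100% = median of positive control wells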
XiGFP reactiv = X-chromosome reactivation activator; XiGFP mouse fibroblasts, % GFP-positive cells imaging, 3 d; cells co-treated with 5-aza-dC sensitizer; scaled so ellipticine positive control = 100%; activation, % at 7.58 µM; 360,000 tested, 0.055% active;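 active = mean normalized replicate activation at least 10% and every replicate at or above 10%; inconclusive = only one of the two criteria met; inactive = mean below 10% and not all replicates reach 10%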;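 note: 0% = median of on-plate neutral control wells and 100% = ellipticine 6 µM median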
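Material: XiGFP fibroblasts, SV40-immortalized; Buffer or medium: DMEM containing 5-aza-dC; Compound dosing: single point; Times: 3 days compound exposure.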
ARNT-TACC3 inh = disrupts binding between human ARNT and TACC3. AlphaScreen His-ARNT PAS-B/GST-TACC3 binding, luminescence; TACC3 fragment carries E629A point mutation. 390,000 tested, 0.66% active. inhibition, % at 9.99 µM;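 active = mean inhibition of replicates at least 50% and at least half of replicates each reaching 50%; inconclusive = half or more replicates reach 50% but mean below 50%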;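 note: 0% = complete ARNT plus TACC3 wells and 100% = ARNT alone without TACC3; many hits fall short of the cut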
Numbers without * were called inactive; ? = inconclusive; / = no result given; & = joins results of further samples.

smiles	PAX8 inh HTS	ERp5 inh	F508del corr	INS-1E GSIS act	EWS-Fli inh	DENV2 CPE rescue	XiGFP reactiv	ARNT-TACC3 inh
C[C@@H]1CN([C@H](C)CO)C(=O)c2cc(NS(=O)(=O)c3ccccc3)ccc2O[C@@H](C)CCCCO[C@@H]1CN(C)Cc1ccccc1	9&8	-2&4	2.6&-1.4	-1&-13	-12&-7	?	0.0&-0.2	3
CN1CCc2c(sc(NC(=O)c3cc(Cl)sc3Cl)c2C(N)=O)C1	/	4	1.8	-1	-32	-4	0.5	/
CC(=O)n1cc([C@H]2C=C(C(=O)N3CCN(Cc4ccccc4)CC3)O[C@@H](OCc3ccc(CO)cc3)C2)c2ccccc21	36&2	-9&-1	-2.1&4.0	/	11&14	0&0	0.1	-11
COc1ccc(NC(=O)/C(C#N)=C/c2ccc(-c3ccc(Cl)c(C(=O)O)c3)o2)cc1	9	-6	-0.4	12	-4	1	0.2	-4
CCC(NC(=O)Cc1c(C)c2cc3c(cc2oc1=O)OC(C)(C)CC3)C(=O)O (stereo not drawn)	-86	4	-1.5	4	-20	3	0.0	-2
O=C(NCCCn1ccnc1)c1ccc(NS(=O)(=O)c2cccc([N+](=O)[O-])c2)cc1	-1	-3	1.3	-1	2	-5	0.2	3
Cc1cc(C)nc(SCC(=O)N2CCC(C(N)=O)CC2)n1	/	5	-1.1	6	7	-1	/	-7
COc1ccc2c3c(n(C)c2c1)[C@H](CO)N(S(C)(=O)=O)CC31CN(CC2CCOCC2)C1	-2	-2	-0.1	6	-2	13	0.1	/
C=CCn1c(SC(C)C(=O)NC2CC2)nnc1-c1ccoc1C (stereo not drawn)	-9	1	2.5	7	-8	-5	0.1	-6
COc1ccc(-c2nc3c(C)cc(Br)cn3c2CC2CCCCC2)cc1OC	-2	-1	-4.5	-12	13	5	0.0	/
CC(=O)N(C)C[C@H]1Oc2cc(-c3cncnc3)ccc2S(=O)(=O)N([C@H](C)CO)C[C@@H]1C	/	-4	1.8	15	-7	12	-0.2	4
Cc1nc([N+](=O)[O-])c(Br)n1Cc1ccccc1	-3	4	-5.2	-14	14	3	0.0	-5
Cc1cc(C)c(NC(=O)CN2C(=O)NC3(CCCCC3)C2=O)c(C)c1	/	5	-2.0	0	5	0	/	-10
COc1cc(OC)cc(C(=O)NNC(=O)CNC(=O)c2cccs2)c1	10	-5	1.1	-7	0	0	-0.1	5
C/C=C/c1ccc([C@@H]2[C@H](CO)N(C(=O)CN(C)C)C23CN(C(=O)C2CCC2)C3)cc1	-5	-7	0.8	-10	-3	-2	0.3	/
COc1ccccc1C(=O)NNC(=O)C(=O)Nc1ccc(C)cc1	8	4	-0.1	5	13	?	0.0	/
CCCC1NC(=S)NC(C)=C1C(C)=O (stereo not drawn)	-3	7	-0.2	/	-1	1	-0.1	2
COC(=O)c1ccc2nc(C3CCCCC3)c(Cc3ccccc3OC)n2c1	-8	-1	-0.4	-2	7	20*	0.3	/
O=C(Nc1ccccc1F)c1ccc(OCc2ccccc2)cc1	-23	3	/	22	-47	2	-0.1	1
COC(=O)c1cc2c(c3c4cc(F)ccc4n(S(=O)(=O)c4ccc(C)cc4)c13)C(=O)N(Cc1ccc(N(C)C)cc1)C2	1	2	4.0	/	7	20	0.0	/
C[C@H](CO)N1C[C@H](C)[C@@H](CN(C)C(=O)c2ccccc2)OCCCC[C@H](C)Oc2ccc(NS(C)(=O)=O)cc2C1=O	-21	0	0.9	16	4	15	-1.2	-22
O=S1(=O)N[C@@H](Cc2ccccc2)COc2cccc(N3CCC[C@H]3CO)c21	-3	-2	1.2	-12	2	3	-0.1	/
O=C(C[C@H]1CC[C@H]2[C@@H](COC[C@H](O)CN2Cc2cc(F)ccc2F)O1)NCc1ccc(Cl)cc1	14	-1	1.1	-19	4	2	0.2	27
CN1c2ccc(C3=CCCCC3)cc2[C@@H]2[C@@H](CCN2C(=O)C2CCCC2)[C@H]1CO	-13	0	-1.0	-10	9	-19	0.0	8
Cc1ccc(S(=O)(=O)N(C)C[C@H]2Oc3ccc(NC(=O)Nc4ccccc4)cc3CC(=O)N([C@H](C)CO)C[C@H]2C)cc1	13	2	2.6	-16	9	-9	-0.8	22
COc1cc(-c2nnc(SCC(=O)N3CCOCC3)o2)cc(OC)c1OC	-74	3	-1.4	2	8	-1	0.5	-1
Cc1cc(C(=O)NN=Cc2c(C)[nH]c3ccccc23)c(C)o1	32	3	5.2	-13	3	-6	-0.1	6
CC(C)CC(=O)N1CCC(N(CCc2ccccc2)Cc2ccccc2)CC1	31	-2	1.6	-21	12	0	0.0	2
CCCN(C(=O)c1ccc(-n2cncn2)c([N+](=O)[O-])c1)C1CCS(=O)(=O)C1 (stereo not drawn)	7	-1	0.9	5	-9	1	?	/
CCc1csc(N2[C@@H](C#N)[C@@H](c3ccccc3C3=CCCC3)[C@@H]2CO)n1	/	0	1.5	0	-5	-12	0.0	/
C=CCNC(=O)C1CC2Cn3c(nc4cc(Cl)c(Cl)cc43)C2N1C (stereo not drawn)	7	2	2.2	/	-11	/	0.0	-3
CC(=O)Nc1ccc(Nc2c3ccccc3nc3ccccc23)cc1	22	2	11*	-7	48	-6	0.0	3
CC1CCN(S(=O)(=O)c2ccc(C(=O)N(C)C3CCS(=O)(=O)C3)cc2)CC1 (stereo not drawn)	4	12	-2.5	22	5	-6	0.0	-2
Cc1ccc(NC2=C(Cl)C(=O)OC2OC(=O)c2ccccc2)c(C)c1 (stereo not drawn)	3	-3	-0.9	-23	14	5	0.0	-4
O=C(N/N=C/c1ccco1)C12CC3CC(CC(C3)C1)C2	-5	0	1.4	2	-3	-2	0.1	-2
CCN1[C@@H]2c3ccc(/C=C/c4ccccc4)c(=O)n3C[C@@H]2[C@@H](CO)[C@@H]1C(=O)N(C)C	22	3	1.5	15	3	1	0.5	-3
Cc1ccc(C(=O)O)cc1NC(=S)NC(=O)c1ccc(-c2ccccc2)cc1	-116	-1	-0.7	-17	-33	10	0.3	/
COc1ccc(S(=O)(=O)N(C)C[C@@H]2Oc3ccc(NC(=O)c4ccncc4)cc3C(=O)N([C@H](C)CO)C[C@H]2C)cc1	/	4	0.9	2	-23	15	-0.1	-11
NCCSC1CC(=O)N(Cc2ccc(F)cc2)C1=O (stereo not drawn)	-9	5	0.6	7	-6	/	/	0
CC1(c2ccccc2)NC(=O)N(CC(=O)Nc2ccccc2C(=O)N2CCCCC2)C1=O (stereo not drawn)	-5	9	1.2	22	-4	-3	-0.1	0
COc1ccccc1N1CCN(C(=O)CN(c2cc(C)cc(C)c2)S(C)(=O)=O)CC1	/	-2	3.9	-9	5	-3	/	-1
NC(=O)CC(NC(=O)c1cccc(Br)c1)c1ccc(NC2CCCCCCC2)c([N+](=O)[O-])c1 (stereo not drawn)	5	6	-0.9	/	2	10	0.3	0
COc1ccc(C(=O)NC2CCCCCC2)cc1S(=O)(=O)N1CCOCC1	-1	-7	0.5	0	/	-4	0.0	-3
CN(C)c1ccc(/C=N/NC(=O)c2cc(-c3ccc4c(c3)OCO4)n[nH]2)cc1	17	-12	-0.7	/	34	2	0.6	8
COc1cc(C2OCC3C(c4cc(OC)c(OC)c(OC)c4)OCC23)cc(OC)c1OC (stereo not drawn)	/	4	2.1	-14	-2	-3	/	1
O=C(O)c1ccc(CSc2nnc(COc3ccc(Cl)cc3Cl)o2)cc1	-40	7	0.3	-4	-7	7	-0.1	-8
COc1cccc(-c2cnc3c(c2)C(=O)N([C@@H](C)CO)C[C@@H](C)[C@@H](CN(C)C(C)=O)O3)c1	/	1	4.9	8	-8	0	-0.3	-13
C#CCNC(=O)C[C@@H]1C[C@@]2(C(=O)OCC)CCC=C2N(Cc2ccc3c(c2)OCO3)C1=O	-20	1	-0.7	6	-15	7	0.0	/
CC(CCc1ccccc1)NCc1cccc2ccccc12 (stereo not drawn)	19	2	0.4	31	24	7	0.2	8
O=C(Nc1ccc(F)c(Cl)c1)[C@@H]1O[C@H](CO)[C@H](O)[C@H](O)[C@H]1O	2	3	0.6	-2	-6	-7	0.0	/
CCCC#Cc1cnc2c(c1)C(=O)N([C@@H](C)CO)C[C@@H](C)[C@H](CN(C)S(=O)(=O)c1cn(C)cn1)O2	-21	3	0.8	37	5	-5	0.4	-7
O=S(=O)(N/N=C\c1cccnc1)c1ccccc1	-14	-4	-2.4	3	-10	-9	0.0	-9
Cc1noc(C)c1NC(=O)Nc1cccc2c1O[C@H](CN(C)Cc1ccc3c(c1)OCO3)[C@H](C)CN([C@H](C)CO)C2=O	-15	2	-2.6	24	4	-4	0.2	-16
COc1ccc(NC2=C(C(C)=O)C(c3ccc(N(C)C)cc3)C(C(C)=O)C(C)(O)C2)cc1 (stereo not drawn)	7	?	-2.4	-16	2	4	0.1	-2
Cc1ccc(NC(=O)CN2CCC(Cc3ccccc3)CC2)cc1S(=O)(=O)N(C)C	15	-4	-2.1	-16	21	5	0.0	2
C[C@H](CO)N1C[C@H](C)[C@H](CN(C)Cc2cccnc2)Oc2ncc(-c3ccccc3)cc2C1=O	/	13	-4.0	9	-6	-11	-0.6	4
CCc1ccc2[nH]c(C(=O)Nc3ccc(F)cc3Br)cc2c1	6	1	0.3	14	-2	-2	0.2	-4
CC(C)(C)c1cc(C(=O)N/N=C/c2ccc(-c3ccccc3[N+](=O)[O-])o2)n[nH]1	4	2	-3.7	-17	-39	-4	0.3	-10
COc1ccc(NC(=O)N(C)C[C@@H]2Oc3ccc(NC(=O)Nc4c(C)noc4C)cc3CC(=O)N([C@H](C)CO)C[C@@H]2C)cc1	-16	-7	-0.9	8	0	-3	0.2	7
Cc1cc2c(s1)c1cnn(-c3ccccc3)c(=O)c1n2C	-7	-10	-2.7	4	3	-1	0.1	-2

Next section:
smiles	PAX8 inh HTS	ERp5 inh	F508del corr	INS-1E GSIS act	EWS-Fli inh	DENV2 CPE rescue	XiGFP reactiv	ARNT-TACC3 inh
Cc1ccc(S(=O)(=O)N[C@@H]2CC[C@H](CCNC(=O)CN3CCOCC3)O[C@H]2CO)cc1	-7	2	-1.8	12	3	-8	-0.2	-10
O=C(c1cnccn1)N1CC[C@@H]2[C@H](CO)Nc3ccc(-c4ccccc4F)cc3[C@@H]21	-15	-2	4.6	-1	-1	?	0.4	0
C=CCN1CCc2c(cc(O)c(O)c2Br)[C@@H](c2ccccc2)C1	50	-7	4.0	6	18	5	0.5	4
CC(C)CCNS(=O)(=O)c1ccc(-c2ccc(S(=O)(=O)NCCC(C)C)cc2)cc1	/	3	1.6	10	1	-9	/	-9
Cc1ccccc1-c1cnc2c(c1)C(=O)N([C@H](C)CO)C[C@@H](C)[C@@H](CN(C)Cc1cccnc1)O2	/	4	0.5	36	-11	1	0.2	-5
O=C(COc1cc(Cl)ccc1Cl)Nc1ccc2[nH]c(=O)[nH]c2c1	9	-12	0.2	14	4	-7	0.2	28
CCC(=O)N(C)C[C@@H]1Oc2ncc(-c3ccccc3F)cc2C(=O)N([C@@H](C)CO)C[C@H]1C	/	4	-0.2	-17	2	2	-1.1	-3

Screening results as filed in PubChem BioAssay.
